Screens: PubChem BioAssay, several laboratories
core dimer inh – blocks dimerization of HCV core protein; TR-FRET GST/Flag-core106 dimerization, 1536-well; inhibition, % at 5 µM; actives 0.33% (n = 300,000); AID 1899;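 active means inhibition above the mean of all tested compounds plus 3 SD, set per screening campaign, cut at about 45% in these data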
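Material: Tagged HCV core106 pair (GST and Flag) | Amount: GST-core106 13.5 nM, Flag-core106 17 nM | Medium: KF-containing HEPES buffer, pH 7.45, DTT, CHAPS, BSA | Reagent: Eu donor and XL665 acceptor anti-tag antibodies | Schedule: 4 h at 22.5 °C | Technique: Time-resolved FRET, ex 340 nm, em 617 and 671 nm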
CTSL1 counter – blocks F. hepatica cathepsin L1 in PFM18AAP counter-screen; inhibition, % at 5.96 µM; actives 0.49% (n = 300,000); recombinant F. hepatica cathepsin L1, Z-Leu-Arg-MCA fluorescence;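 active means inhibition above the mean of all tested compounds plus 3 SD, set per screening campaign, cut at about 17% in these data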;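 further: 0% = plate median of test compound wells and 100% = 1 µM Z-Phe-Ala-diazomethylketone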
CR mimetic SO – yeast age-related superoxide inhibition as caloric restriction mimetic; S. cerevisiae aged cells, superoxide DHE fluorescence; active compounds read low; actives 0.18% (n = 330,000); superoxide response (% of plate mean), % at 10 µM;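 active means superoxide response under a set limit, about three screen SD below normal, cut at about 65% in these data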;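 further: yeast aged for seven days with compound at 30 °C before DHE staining; 100% = average MFI of all compound-treated wells on the plate with controls excluded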
PP5 primary – blocks human protein phosphatase 5 activity; P53041; purified PP5c, OMFP substrate fluorescence; inhibition, % at 6.7 µM; actives 0.18% (n = 320,000); AID 1987;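 active means inhibition above the campaign's mean inhibition across all tested compounds plus 3 SD, cut at about 9.5% in these data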;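 further: 0% = DMSO only and 100% = 100 µM cantharidin control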
PP1 counter – PP1-alpha (human) inhibition in PP5 counter-screen; inhibition, % at 6.7 µM; purified PP1alpha, OMFP fluorescence; actives 0.9% (n = 320,000);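 active means inhibition above the mean inhibition of all tested compounds plus 3 SD, computed separately for each screening campaign, cut at about 15% in these data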
Target sequence (P62136 whole entry, looked up): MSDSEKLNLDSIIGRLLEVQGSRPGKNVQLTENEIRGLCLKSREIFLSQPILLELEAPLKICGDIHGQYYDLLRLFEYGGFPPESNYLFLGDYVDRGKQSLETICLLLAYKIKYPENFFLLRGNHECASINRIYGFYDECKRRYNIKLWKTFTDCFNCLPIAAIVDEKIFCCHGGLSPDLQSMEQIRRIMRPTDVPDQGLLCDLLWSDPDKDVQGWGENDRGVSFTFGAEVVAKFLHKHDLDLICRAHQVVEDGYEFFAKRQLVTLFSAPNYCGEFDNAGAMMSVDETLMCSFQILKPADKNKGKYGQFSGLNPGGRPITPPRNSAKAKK
ZTA counter – ZTA (EBV) inhibition in EBNA-1 counter-screen. P03206. actives 0.15% (n = 320,000). inhibition, % at 11 µM. ZTA-DNA binding, fluorescence polarization. AID 2234; in the data active means inhibition above about 33%
Target sequence (P03206 whole entry, looked up): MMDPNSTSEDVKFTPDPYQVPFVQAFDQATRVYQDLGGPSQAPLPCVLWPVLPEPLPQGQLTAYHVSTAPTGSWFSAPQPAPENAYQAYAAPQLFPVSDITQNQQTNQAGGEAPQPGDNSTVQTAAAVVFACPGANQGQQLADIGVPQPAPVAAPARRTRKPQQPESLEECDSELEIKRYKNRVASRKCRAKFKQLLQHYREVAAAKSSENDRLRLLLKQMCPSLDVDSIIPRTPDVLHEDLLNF
JMJD2C inh – blocks human GASC-1 demethylase activity; Q9H3R0; GST-JMJD2C(1-420) H3K9me3 demethylation, DELFIA europium; inhibition, % at 2.35 µM; actives 0.069% (n = 330,000); AID 2099;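 active means more than half of a compound's replicate wells show inhibition beyond 50%, single wells judged on their own value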;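 further: signal counts dimethyl H3K9 product captured on neutravidin plate; 0% = median of DMSO wells and 100% = 0.3 times that DMSO median; strong numbers were not always called active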
Target sequence (Q9H3R0 1-420 limits assumed): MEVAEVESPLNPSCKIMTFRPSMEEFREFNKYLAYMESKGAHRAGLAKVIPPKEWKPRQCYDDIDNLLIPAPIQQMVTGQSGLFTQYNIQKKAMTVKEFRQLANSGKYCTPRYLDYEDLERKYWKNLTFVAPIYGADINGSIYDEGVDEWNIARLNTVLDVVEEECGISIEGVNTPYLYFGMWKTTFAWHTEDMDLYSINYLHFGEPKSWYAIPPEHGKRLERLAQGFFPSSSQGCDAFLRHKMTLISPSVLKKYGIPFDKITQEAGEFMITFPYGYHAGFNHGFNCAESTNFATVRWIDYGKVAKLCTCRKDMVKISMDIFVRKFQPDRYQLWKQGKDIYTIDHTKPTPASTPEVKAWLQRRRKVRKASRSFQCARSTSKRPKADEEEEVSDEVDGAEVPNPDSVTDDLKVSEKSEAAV
EBNA-1 inhibitor – blocks EBNA-1 binding to DNA; actives 0.34% (n = 300,000); inhibition, % at 14.8 µM; EBNA-1 DNA binding, fluorescence polarization; in the data active means inhibition above about 28%
TPT1 inhibitor – inhibitors of Candida albicans tRNA 2'-phosphotransferase TPT1; recombinant caTPT1, FP RNA substrate dephosphorylation; inhibition, % at 5 µM; actives 0.81% (n = 300,000);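 active means inhibition above the mean of all tested compounds plus 3 SD, set per screening campaign, cut at about 24% in these data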;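 further: plate controls were DMSO alone for no effect and ferristatin control at 100 nM for full effect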
* marks the source's active call; other numbers are inactive results.

`CC(=O)c1ccc(N(C(=O)CNC(=O)c2ccco2)C(C(=O)NC2CCCC2)c2ccc(C)o2)cc1` (stereo not drawn) gave core dimer inh 5.8, CTSL1 counter -0.9, CR mimetic SO 92.6, PP5 primary 0.4, PP1 counter -2.3, ZTA counter 8.3, JMJD2C inh 10.7, EBNA-1 inhibitor 5.9 and TPT1 inhibitor -1.2.
`CC(=O)C1=C(O)C(=O)N(Cc2cccnc2)C1c1ccccc1` (stereo not drawn) gave core dimer inh -2.7, CTSL1 counter -1.2, CR mimetic SO 107.0, PP5 primary -1.7, PP1 counter -5.8, ZTA counter -0.2, JMJD2C inh 6.4, EBNA-1 inhibitor 13.9 and TPT1 inhibitor -0.6.
Screening COc1ccc2cc(CCNC(=O)C3CC3)c(=O)[nH]c2c1 returned core dimer inh -4.3, CTSL1 counter -1.1, CR mimetic SO 76.9, PP5 primary -0.3, PP1 counter 1.0, ZTA counter -10.7, JMJD2C inh 1.0, EBNA-1 inhibitor 7.2 and TPT1 inhibitor -2.9.
CC1C(=O)Nc2ccc(S(=O)(=O)NCCc3ccc(Cl)cc3)cc2NC1=O (stereo not drawn) was read as core dimer inh -6.1, CTSL1 counter -4.2, CR mimetic SO 88.1, PP5 primary 2.8, PP1 counter 3.8, ZTA counter -9.4, JMJD2C inh -9.4, EBNA-1 inhibitor 3.3 and TPT1 inhibitor -4.5.
COc1ccccc1OCC(=O)NCCCn1ccnc1 was read as core dimer inh -14.3, CTSL1 counter 5.2, CR mimetic SO 138.1, PP5 primary -0.1, PP1 counter -5.5, ZTA counter -9.1, JMJD2C inh 1.9, EBNA-1 inhibitor 9.6 and TPT1 inhibitor -0.5.
Screening CC1=C(C(=O)OCc2ccccc2)C(c2ccc(Cl)cc2Cl)NC(=O)N1CCCC(=O)O (stereo not drawn) returned core dimer inh -11.9, CTSL1 counter 3.3, CR mimetic SO 97.0, PP5 primary 1.4, PP1 counter -1.0, ZTA counter -12.5, JMJD2C inh -3.9, EBNA-1 inhibitor 4.3 and TPT1 inhibitor -2.7.
For O=C(CCN1CCN(CC(=O)Nc2ccccc2F)CC1)Nc1ccccc1F the results were core dimer inh 1.3, CTSL1 counter -1.0, CR mimetic SO 112.9, PP5 primary -0.3, PP1 counter 1.9, ZTA counter -14.0, EBNA-1 inhibitor 9.4 and TPT1 inhibitor -8.4.
For CCOc1cc(C(c2c(C)[nH][nH]c2=O)c2c(C)[nH][nH]c2=O)ccc1OC(=O)c1cccc([N+](=O)[O-])c1 the results were core dimer inh 6.3, CTSL1 counter 0.6, CR mimetic SO 112.8, PP5 primary 5.8, PP1 counter -0.1, ZTA counter -15.3, JMJD2C inh 1.8, EBNA-1 inhibitor 4.2 and TPT1 inhibitor 0.8.
Screening Cc1ccc(C)c(N2CCN(C(=O)c3ccc(CS(=O)(=O)c4ccccc4C)o3)CC2)c1 returned core dimer inh 2.9, CTSL1 counter -2.9, CR mimetic SO 109.1, PP5 primary 3.9, PP1 counter 0.1, ZTA counter -19.9, JMJD2C inh -18.0, EBNA-1 inhibitor 2.3 and TPT1 inhibitor -1.2.
CCn1cc(C(=O)NCc2ccc3c(c2)OCO3)c2cc(OC)c(OC)cc2c1=O was read as core dimer inh -6.6, CTSL1 counter -1.5, CR mimetic SO 93.8, PP5 primary 0.1, PP1 counter 2.0, ZTA counter 17.1, JMJD2C inh 3.9, EBNA-1 inhibitor 15.0 and TPT1 inhibitor -4.8.
`Cc1ccc(-c2nc(N)sc2CC(=O)OCC(=O)N2C(C)CCCC2C)cc1` (stereo not drawn) gave core dimer inh 11.4, CTSL1 counter -4.3, CR mimetic SO 95.4, PP5 primary -1.1, PP1 counter -2.1, ZTA counter -3.4, JMJD2C inh -6.7, EBNA-1 inhibitor -3.0 and TPT1 inhibitor 1.4.
For O=C(NC(=S)Nc1ccc(Cc2ccncc2)cc1)c1ccccc1Cl the results were core dimer inh 0.5, CTSL1 counter 5.8, CR mimetic SO 80.0, PP5 primary -0.6, PP1 counter -3.1, ZTA counter 7.0, JMJD2C inh -5.0, EBNA-1 inhibitor -1.8 and TPT1 inhibitor 1.0.
For COc1cc(NC(=O)c2ccccc2F)c(OC)cc1NC(=O)CN1CCCCC1 the results were core dimer inh 10.0, CTSL1 counter -2.3, CR mimetic SO 96.5, PP5 primary 2.0, PP1 counter -1.1, ZTA counter 8.5, JMJD2C inh 14.5, EBNA-1 inhibitor -1.8 and TPT1 inhibitor 0.7.
For CCC1=NN(C(=O)COc2ccccc2)C(O)(c2ccncc2)C1 (stereo not drawn) the results were core dimer inh -0.3, CTSL1 counter -1.4, CR mimetic SO 101.8, PP5 primary 1.5, PP1 counter -1.3, ZTA counter 7.6, JMJD2C inh -6.8, EBNA-1 inhibitor 2.8 and TPT1 inhibitor -1.4.
Screening CC(C)(C)c1nnc2sc(SCC(=O)c3ccc(Cl)cc3)nn2c1=O returned core dimer inh 2.0, CTSL1 counter 1.2, CR mimetic SO 103.7, PP5 primary 2.8, PP1 counter 1.9, ZTA counter -14.3, JMJD2C inh -1.6, EBNA-1 inhibitor -0.7 and TPT1 inhibitor 7.4.
CCCCN1/C(=C/c2cccc[n+]2C)Sc2cc(NC(C)=O)ccc21 was read as core dimer inh -4.6, CTSL1 counter 4.2, CR mimetic SO 117.9, PP5 primary 2.6, PP1 counter -3.0, ZTA counter 2.2, JMJD2C inh 36.5, EBNA-1 inhibitor -1.9 and TPT1 inhibitor 5.0.
`CN1CCCN(S(=O)(=O)c2ccccc2)CC1` gave core dimer inh -5.6, CTSL1 counter -0.1, CR mimetic SO 111.4, PP5 primary 2.1, PP1 counter -2.2, ZTA counter -0.6, JMJD2C inh 8.9, EBNA-1 inhibitor -19.0 and TPT1 inhibitor 2.0.
CCn1nnc2cc(C(=O)O)ccc21 was read as core dimer inh -1.2, CTSL1 counter -0.6, CR mimetic SO 112.8, PP5 primary -1.0, PP1 counter -5.7, ZTA counter -9.5, JMJD2C inh 0.2, EBNA-1 inhibitor 3.1 and TPT1 inhibitor -3.0.
`O=c1c2cnn(-c3ccccc3)c2ncn1Cc1ccco1` gave core dimer inh -2.5, CTSL1 counter -8.2, CR mimetic SO 96.3, PP5 primary 1.2, PP1 counter 0.0, ZTA counter -21.0, JMJD2C inh 5.4, EBNA-1 inhibitor 5.6 and TPT1 inhibitor 0.8.
For O=C1S/C(=C/c2ccc(N3CCOCC3)o2)C(=O)N1Cc1c(F)cccc1Cl the results were core dimer inh -5.2, CTSL1 counter 49.3*, CR mimetic SO 96.5, PP5 primary -1.5, PP1 counter -2.0, ZTA counter 2.6, JMJD2C inh -15.3, EBNA-1 inhibitor -1.4 and TPT1 inhibitor 139.0*.
`CN(CCO)c1cc(N2CCCCC2)c2nonc2c1[N+](=O)[O-]` gave core dimer inh -0.4, CTSL1 counter 3.4, CR mimetic SO 113.9, PP5 primary 2.0, PP1 counter 4.7, ZTA counter 2.2, JMJD2C inh 0.2, EBNA-1 inhibitor 2.2 and TPT1 inhibitor 5.4.
Brc1ccc(-c2noc(CCc3ccccc3)n2)cc1 was read as core dimer inh -4.8, CTSL1 counter 0.1, CR mimetic SO 98.4, PP5 primary -3.4, PP1 counter -2.6, ZTA counter 17.9, JMJD2C inh 7.0, EBNA-1 inhibitor 8.2 and TPT1 inhibitor 0.5.
Screening CCOC(=O)c1cc2c(C(F)(F)F)cc(-c3ccccc3)nc2o1 returned core dimer inh 5.6, CTSL1 counter -3.1, CR mimetic SO 106.7, PP5 primary -0.6, PP1 counter -0.8, ZTA counter -0.1, JMJD2C inh -5.0, EBNA-1 inhibitor 4.7 and TPT1 inhibitor -6.0.
Screening COCCCn1c2nc3ccccc3nc2c2c(=O)n(CC3CCCO3)cnc21 (stereo not drawn) returned core dimer inh 5.5, CTSL1 counter 0.8, CR mimetic SO 114.0, PP5 primary 1.7, PP1 counter 0.3, ZTA counter -3.8, JMJD2C inh -8.7, EBNA-1 inhibitor -7.4 and TPT1 inhibitor -1.7.

Quoted at random: three entries already listed.
Screening CC1=C(C(=O)OCc2ccccc2)C(c2ccc(Cl)cc2Cl)NC(=O)N1CCCC(=O)O (stereo not drawn) returned core dimer inh -11.9, CTSL1 counter 3.3, CR mimetic SO 97.0, PP5 primary 1.4, PP1 counter -1.0, ZTA counter -12.5, JMJD2C inh -3.9, EBNA-1 inhibitor 4.3 and TPT1 inhibitor -2.7.
Screening CC(C)(C)c1nnc2sc(SCC(=O)c3ccc(Cl)cc3)nn2c1=O returned core dimer inh 2.0, CTSL1 counter 1.2, CR mimetic SO 103.7, PP5 primary 2.8, PP1 counter 1.9, ZTA counter -14.3, JMJD2C inh -1.6, EBNA-1 inhibitor -0.7 and TPT1 inhibitor 7.4.
`CN(CCO)c1cc(N2CCCCC2)c2nonc2c1[N+](=O)[O-]` gave core dimer inh -0.4, CTSL1 counter 3.4, CR mimetic SO 113.9, PP5 primary 2.0, PP1 counter 4.7, ZTA counter 2.2, JMJD2C inh 0.2, EBNA-1 inhibitor 2.2 and TPT1 inhibitor 5.4.

The list goes on:
COCCn1nnnc1C(c1cccc(C(F)(F)F)c1)N1CCN(Cc2ccccc2)CC1 (stereo not drawn) was read as core dimer inh -1.9, CTSL1 counter 3.3, CR mimetic SO 93.5, PP5 primary -0.1, PP1 counter -5.1, ZTA counter -3.3, JMJD2C inh 1.1, EBNA-1 inhibitor -3.4 and TPT1 inhibitor 0.5.
Screening O=c1c2ccccc2nc(SCc2cc([N+](=O)[O-])cc3c2OCOC3)n1-c1ccccc1 returned core dimer inh 2.4, CTSL1 counter -3.0, CR mimetic SO 100.8, PP5 primary -3.0, PP1 counter -4.9, ZTA counter 3.9, JMJD2C inh -9.3, EBNA-1 inhibitor 6.2 and TPT1 inhibitor 0.3.
CC1CN(c2nc(Nc3ccccc3)nc(N)c2[N+](=O)[O-])CC(C)O1 (stereo not drawn) was read as core dimer inh 3.6, CTSL1 counter 2.1, CR mimetic SO 73.4, PP5 primary 0.7, PP1 counter 0.6, ZTA counter 4.8, JMJD2C inh -6.7, EBNA-1 inhibitor -2.7 and TPT1 inhibitor -0.6.
Screening CC(C)Oc1ccc(S(=O)(=O)N2CCOCC2)cc1NC(=O)C(C)Oc1ccc(F)cc1 (stereo not drawn) returned core dimer inh 5.4, CTSL1 counter 4.6, CR mimetic SO 95.4, PP5 primary 2.5, PP1 counter -1.0, ZTA counter -5.6, JMJD2C inh 1.5, EBNA-1 inhibitor -4.8 and TPT1 inhibitor 0.6.
O=C(/C=C\c1ccccc1[N+](=O)[O-])Nc1ccccc1 was read as core dimer inh -1.3, CTSL1 counter 4.5, CR mimetic SO 105.5, PP5 primary 2.9, PP1 counter 4.2, ZTA counter -15.0, JMJD2C inh -0.4, EBNA-1 inhibitor -2.1 and TPT1 inhibitor 0.5.
For Cc1ccccc1NS(=O)(=O)c1cc(C(=O)Nc2ccccc2-c2ccccc2)ccc1Cl the results were core dimer inh 9.5, CTSL1 counter 5.0, CR mimetic SO 130.1, PP5 primary 3.4, PP1 counter 2.8, ZTA counter -14.2, JMJD2C inh -31.3, EBNA-1 inhibitor -11.7 and TPT1 inhibitor -0.4.
For CC/C(=N\OC(=O)c1ccc(OC(C)C)cc1)c1ccc(C)cc1 the results were core dimer inh 13.6, CTSL1 counter 2.3, CR mimetic SO 107.1, PP5 primary 4.3, PP1 counter 2.5, ZTA counter -12.4, JMJD2C inh 4.2, EBNA-1 inhibitor 1.9 and TPT1 inhibitor -3.4.
Screening CCOC(=O)N=Nc1c(O)n(Cc2ccccc2)c2ccccc12 returned core dimer inh 2.8, CTSL1 counter 4.0, CR mimetic SO 92.1, PP5 primary 0.2, PP1 counter 3.1, ZTA counter -4.7, JMJD2C inh -1.5, EBNA-1 inhibitor -2.6 and TPT1 inhibitor 0.8.
